Assay outcomes (PubChem BioAssay)
GLS inh = inhibitors of human glutaminase (GLS). O94925. hit rate 0.21% among 410,000. GLS enzymatic activity, qHTS titration. Potency, µM (series often up to 45.5 µM), for inactives: at the top dose activity change, negative = inhibition, usual class: inhibitors; also: potency is read from the fitted curve at half-maximal effect
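Assay buffer: 45 mM KH2PO4 pH 8.2, 0.02% Tween-20. hKGA acts on L-glutamine (1 mM solution added); product glutamate is reported by an oxidase/peroxidase Amplex Red coupling, with fluorescence taken at baseline and 30 min.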
PI4K2A inh = PI4K2A (human) kinase inhibition; Q9BTU6; purified PI4K2A, ADP-Glo luminescence, 1 h; stronger effect = lower value; activity change, negative = inhibition, % at 76.9 µM; hit rate 0.13% among 420,000; in the data active = activity change below about -50%; inconclusive = mostly about -30% to -49%;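 also: -100% = wells without enzyme as full effect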
Target sequence (Q9BTU6 whole entry, looked up): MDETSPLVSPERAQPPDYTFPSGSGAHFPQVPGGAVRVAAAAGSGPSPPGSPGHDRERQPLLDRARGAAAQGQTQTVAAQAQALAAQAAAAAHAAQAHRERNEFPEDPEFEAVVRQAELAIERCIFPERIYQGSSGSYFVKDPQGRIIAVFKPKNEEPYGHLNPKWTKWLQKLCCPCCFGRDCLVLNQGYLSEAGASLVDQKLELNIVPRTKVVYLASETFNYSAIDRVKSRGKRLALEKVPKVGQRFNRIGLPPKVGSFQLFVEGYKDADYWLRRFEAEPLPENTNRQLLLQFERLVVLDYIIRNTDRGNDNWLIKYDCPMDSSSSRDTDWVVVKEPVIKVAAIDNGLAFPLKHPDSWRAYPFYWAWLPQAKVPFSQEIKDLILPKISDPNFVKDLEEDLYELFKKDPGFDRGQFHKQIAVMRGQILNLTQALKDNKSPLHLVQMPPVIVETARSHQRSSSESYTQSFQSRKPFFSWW
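Compounds are screened against recombinant PI4K2A using PI as substrate and ATP, the latter dispensed at 300 microM. Reactions run one hour at ambient temperature before ADP-Glo detection; full inhibition defined by wells lacking enzyme.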
12-LOX inh = ALOX12 (human) lipoxygenase inhibition; P18054; purified 12hLO, xylenol orange hydroperoxide absorbance; Potency, µM (series often up to 108 µM), for inactives: at the top dose activity change, negative = inhibition, actives largely listed as inhibitors; hit rate 1.1% among 580,000; AID 1671190; also: potency is read from the fitted curve at half-maximal effect
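Purified human 12hLO (150 nM final) in 25 mM Hepes, 0.01% Triton X-100, pH 7.0 was preincubated 15 min at room temperature with compound. Then 40 uM arachidonic acid was added, 30 min. Hydroperoxide was read by Fe-XO absorbance ratio 573/405 nm.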
The depositor's hits bear a star; ? = inconclusive; [ ] = remark or other dose. Unless noted, calls follow the shape of the dose curve; as a rule, active = well fitted inhibition curve with a large enough effect; inconclusive = small, poorly fitted or top-dose-only effect, or another doubt; inactive = no such curve, though single readings can be large or run the other way. Unless noted, % is scaled to controls: 0 for no effect and ±100 for the full control effect.

Compound,GLS inh,PI4K2A inh,12-LOX inh
C#CCN(C[C@@H]1[C@@H](OC(=O)NCc2ccc(OC)c(OC)c2)[C@@H](OC(=O)NCc2ccc(OC)c(OC)c2)CN(C(=O)OC(C)C)N1C(=O)OC(C)C)S(=O)(=O)c1ccc(C)cc1,8%,-6,-6%
COc1ccc(CN(C)C[C@H]2OCCCC[C@@H](C)Oc3ccc(NS(C)(=O)=O)cc3C(=O)N([C@H](C)CO)C[C@@H]2C)cc1,1%,0,-3%
Cc1ccc([C@H]2N[C@]3(CCCN(Cc4ccc(F)cc4)C3=O)[C@H]3C(=O)N(C)C(=O)[C@@H]23)cc1,-7%,-10,?
C=Cc1ccc(Cn2c(C)c(C(=O)NCc3cccc(C(F)(F)F)c3)sc2=O)cc1,11%,-6,-19%
Cc1ccc(C(=O)Nc2nc(-c3ccc4c(c3)OCCO4)cs2)o1,12%,-3,?
CC1(C(=O)Nc2nccs2)CCN1C(=O)CC(c1ccccc1)c1ccccc1 (centres undefined),-10%,-1,3%
COc1cc(Cn2c3ccc(NC(=S)NCc4ccc(C)cc4)cc3c(=O)n2C)ccc1F,1%,0,?
COc1ccc(CC(N)c2csc(Nc3cc(NCCCO)ncn3)n2)cc1 (centres undefined),25%,-8,1%
COc1cccc(NC(=O)C2(C)CCN2CCc2ccccc2)c1 (centres undefined),-2%,3,-2%
CC(C)C[C@H]1CN(CCCC[C@H]2CNC(=O)C(=O)N2CCc2ccccc2)C(=O)C(=O)N1CC1CCCCC1,-12%,1,2%
O=S(=O)(NCCS(=O)(=O)N1CCN(c2ccc(F)cc2)CC1)c1ccccc1,19%,1,1%
COc1ccc(Cn2cc(CN3CC(N4CC=CC4)CS3(=O)=O)nn2)cc1 (centres undefined),11%,1,0%
CCCCn1nnnc1C(c1ccccc1)N1CCN(c2ccccn2)CC1 (centres undefined),1%,4,0%
COc1cc(Cl)ccc1OC1(C)CCN(Cc2ccc3ccccc3c2)C1 (centres undefined),11%,2,39%[activator]
CC(=O)C1=CCC(c2ccccc2)N(S(=O)(=O)c2cccc(C)c2)C1 (centres undefined),-3%,2,-11%
CCOC(=O)c1cc(C)nnc1C(=O)OCC,-1%,0,-22%
Cc1cnc(CNC(=O)c2csc([C@@H]3O[C@H](CO)[C@H](O)[C@H](O)[C@H]3O)n2)cn1,8%,0,-46%
Cc1cc(F)ccc1-c1cc(C(=O)NC(C)C)[nH]n1,-8%,3,-4%
C[C@@H]1CN([C@@H](C)CO)S(=O)(=O)c2ccc(Br)cc2O[C@H]1CN(C)Cc1ccccc1F,-2%,-5,-8%
Cn1c(=O)c2cc(NC(=O)CCc3cccc(Cl)c3)ccc2n1Cc1cccc(C(F)(F)F)c1,3%,-2,6%
COc1ccc(CN2CCNC(=O)C2CC(=O)N(C)C2CCOCC2)cc1OC (centres undefined),-22%,3,-2%
O=C(NCCc1ccccc1)c1c[nH]c2ccccc2c1=O,-8%,5,-6%
C[C@@H]1CN([C@@H](C)CO)C(=O)CCCn2nncc2CO[C@@H]1CN(C)S(=O)(=O)c1cccs1,-4%,-7,4%
COc1ccc(/C=C(/NC(=O)c2ccc(Br)o2)C(=O)Nc2cccc(C(=O)O)c2)cc1,6%,2,-8%
CC(=O)N(CC#CCN(C(C)=O)c1ccccc1)c1ccccc1,1%,0,-4%
CC(=O)Nc1cccc(-c2cc(NC=O)c3ncc(-c4ccc(F)c(Cl)c4)n3c2)c1,-7%,0,-23%
Cc1ccc(Cc2c(-c3ccc(C#N)cc3)nc3ccc(Cl)cn23)cc1,-6%,-2,?
CC1(c2nnnn2Cc2ccccc2)CCC(=O)N1CCc1c[nH]c2ccccc12 (centres undefined),1%,2,-38%
CN(CC(=O)Nc1cc(Cl)ccc1-n1cncn1)Cc1ccccc1N1CCOCC1,25%,-6,-6%
C(=C\c1ccccc1)/CN1CCN(C(c2cc3ccccc3o2)c2nnnn2-c2ccc3c(c2)OCCO3)CC1 (centres undefined),-10%,0,?
CC(=O)NC[C@H]1O[C@@H](n2ccc(N)nc2=O)[C@H](O)[C@@H]1O,-2%,-4,11%
Cc1cccc(COC[C@H](Cc2ccccc2)N2CCN(C(=O)c3ccc(Cl)c(Cl)c3)CCC2=O)c1,-1%,0,?
CN(C)c1ncnc2c1ncn2[C@H]1CN(Cc2ccc(-c3ccccc3)cc2)C[C@@H](CO)O1,-6%,5,1%
COc1ccc([C@H]2N[C@]3(CCCN(CC4CCCCC4)C3=O)[C@H]3C(=O)N(Cc4ccccc4)C(=O)[C@@H]23)cc1,0%,-9,?
O=C(NC1CCCCCC1)c1[nH]c(C(F)(F)F)nc1-c1ccccc1,4%,1,8%
CC(C)[C@@H]1CC2=C(C(=O)OC(C)(C)O2)[C@H](CCc2ccccc2)O1,-5%,0,-18%
COc1cccc(CN2CC(C(=O)NCCc3cn4cccnc4n3)CCC2=O)c1 (centres undefined),-1%,0,-10%
Clc1cccc(CNc2ccn3nc(-c4ccco4)cc3n2)c1,3%,-5,?
CCCCNc1nc2c(c(=O)[nH]c(=O)n2C)n1CCCc1ccccc1,-3%,2,-3%
CN1OC[C@@H]2CN(Cc3ccc(Cl)cc3)[C@H](c3ccc(N4CCCCC4)cc3)C[C@@H]21,26%,0,?
O=C(OCc1cn([C@H]2CN(C(=O)C3CCCCC3)[C@@H](c3ccc(Cl)cc3)C[C@@H]2O)nn1)c1ccccc1,-2%,-1,0%
CCOC(=O)[C@]12CCC=C1N(Cc1ccc(Cl)cc1Cl)C(=O)[C@H](CC(=O)N1CCCC1)C2,-5%,4,?
Nc1ncnn1Cc1ccccc1,1%,-3,-20%
O=C(OCc1ccccc1)N1CCC2CC1c1cc(N3CCN(S(=O)(=O)c4cc(Cl)cc(Cl)c4)CC3)ccc12 (centres undefined),1%,1,0%
COC(=O)[C@@]1(Cc2ccc(OC)cc2)[C@H]2c3cc(C(=O)N4CCCC4)n(Cc4ccccc4)c3C[C@H]2CN1C(=O)c1ccccc1,-2%,-4,?
O=C(CSc1nnc2ccc(-c3ccccn3)nn12)Nc1cccc(F)c1,-6%,1,5%
COc1cc(/C=C/CNC[C@H]2O[C@@H](n3cc(C)c(=O)[nH]c3=O)C[C@@H]2O)ccc1O,1%,-4,?
CC1Cc2[nH]c(=S)[nH]c(=O)c2C(c2ccc(C(C)C)cc2)O1 (centres undefined),-19%,-5,-33%
CC1(C(=O)NS(=O)(=O)c2cccc(OC(F)F)c2)CCN1C(=O)C/C=C/c1ccccc1 (centres undefined),13%,-4,?
O=C1NC(Cc2ccccc2)c2nc3ccc(F)cc3c(=O)n2-c2cc3ccccc3cc21 (centres undefined),0%,-2,-39%

Next part
Compound,GLS inh,PI4K2A inh,12-LOX inh
Cc1ccc(NC(=O)Nc2nnc([C@@H]3C[C@H](O)[C@@H](CO)O3)s2)cc1,-27%,-2,?
CN(C)CCN(Cc1ccccc1)C(=O)c1[nH]c(C(F)(F)F)nc1-c1ccccc1,11%,1,2%
O=C(O)c1ccccc1C(=O)Nc1ccc(Nc2ccccc2)cc1,5%,-18,-27%
O=C(NCc1cccc(Cl)c1)c1ccc(S(=O)(=O)N2CCCCC2)cc1,-2%,-6,-1%
Cc1ccc([C@H]2N[C@]3(CCCN(CC4CCCCC4)C3=O)[C@H]3C(=O)N(C)C(=O)[C@@H]23)cc1,-13%,2,?
CCCn1nc(C(=O)Nc2cccc(S(=O)(=O)N3CCOCC3)c2)c2ccccc2c1=O,6%,1,-5%
CC(C)c1cc(C(=O)N(C)C2CCCN(Cc3ccccc3F)C2)n(C)n1 (centres undefined),-7%,0,?
CCNC(=O)C1(C)CCCN(Cc2ccc(-c3ccccn3)cc2)C1 (centres undefined),8%,7,0%
COCCNC(=O)C1CCCN(C(=O)c2nc(C)oc2C)CC1 (centres undefined),-13%,2,?
C[C@H](CO)N1C[C@H](C)[C@H](CN(C)C(=O)Nc2ccc3c(c2)OCO3)Oc2ncc(Br)cc2C1=O,9%,3,?
CC(=O)Nc1ccc(C(=O)N2CCCC(c3cc(C(=O)NCc4ccc(F)cc4)no3)C2)cc1 (centres undefined),-2%,-4,7%
C[C@@H]1CN([C@H](C)CO)C(=O)c2cc(-c3ccc(F)cc3)cnc2O[C@H]1CN(C)C(=O)c1ccc(F)cc1,10%,-12,?
O=C(Nc1ccc(Cl)cc1)c1ccc2sc([C@@H]3O[C@H](CO)[C@@H](O)[C@H]3O)nc2c1,-7%,2,-20%
NC(=O)C(CCc1nc2ccccc2[nH]1)NS(=O)(=O)c1ccccc1 (centres undefined),0%,-3,21%
COc1ccccc1N1CCCSC1=Nc1ccccc1,-14%,4,-29%
Cc1noc(C)c1C(=O)N1CCC1(C)C(=O)NS(=O)(=O)c1ccccc1C(F)(F)F (centres undefined),9%,4,22%
Cc1ccc(S(=O)(=O)N2CCC(=O)N([C@H](COCc3cccc(Cl)c3)C(C)C)CC2)cc1,-4%,-1,?
COc1ccc(C(c2nnnn2C2CCCCC2)N2CCN(C/C=C/c3ccccc3)CC2)cc1 (centres undefined),0%,3,?
C[C@H]1CN([C@@H](C)CO)S(=O)(=O)c2ccc(Br)cc2O[C@H]1CN(C)Cc1ccccc1F,-10%,3,-27%
CC(=O)Nc1cccc(-c2ccnc3c2CC(C)(C(=O)Nc2cccnc2)O3)c1 (centres undefined),-7%,2,-3%

Six compounds already listed, arranged by their value in PI4K2A inh, high to low:
Compound,GLS inh,PI4K2A inh,12-LOX inh
Cc1noc(C)c1C(=O)N1CCC1(C)C(=O)NS(=O)(=O)c1ccccc1C(F)(F)F (centres undefined),9%,4,22%
C[C@H]1CN([C@@H](C)CO)S(=O)(=O)c2ccc(Br)cc2O[C@H]1CN(C)Cc1ccccc1F,-10%,3,-27%
O=C(Nc1ccc(Cl)cc1)c1ccc2sc([C@@H]3O[C@H](CO)[C@@H](O)[C@H]3O)nc2c1,-7%,2,-20%
NC(=O)C(CCc1nc2ccccc2[nH]1)NS(=O)(=O)c1ccccc1 (centres undefined),0%,-3,21%
CC(=O)Nc1ccc(C(=O)N2CCCC(c3cc(C(=O)NCc4ccc(F)cc4)no3)C2)cc1 (centres undefined),-2%,-4,7%
C[C@@H]1CN([C@H](C)CO)C(=O)c2cc(-c3ccc(F)cc3)cnc2O[C@H]1CN(C)C(=O)c1ccc(F)cc1,10%,-12,?

The list goes on:
Compound,GLS inh,PI4K2A inh,12-LOX inh
OC[C@@H]1CN(Cc2ccc3c(c2)OCO3)C[C@H](n2cnc3c(NCc4ccco4)ncnc32)O1,-1%,3,10%
COc1ccc([C@@H]2[C@@H](C)N(c3ccccc3)c3ccccc3C(=O)N2Cc2ccccc2)cc1,0%,1,3%
CCN1CCN(C(C(=O)NC2CCCCC2)C2CC2)CC1 (centres undefined),-2%,-1,-32%
CCNC(=O)C1(C)CCCN1C(=O)c1cc(C)on1 (centres undefined),5%,-4,3%
CS(=O)(=O)Nc1ccc2c(c1)[C@H]1C[C@H](CC(=O)NCc3ccccc3)O[C@H](CO)[C@H]1O2,14%,-5,-1%
O=C(COC(=O)c1ccco1)Nc1cccc(S(=O)(=O)N2CCOCC2)c1,-1%,7,-26%
CCc1nc2ccc(C(=O)NCCCn3ccnc3)cn2c1N(C)Cc1ccc(N(C)C)cc1,29%,-3,-3%
Cc1ccn2c(Cc3ccccc3)c(-c3ccc(F)cc3)nc2c1,-11%,-8,?
CCCCCC(=O)N1C[C@H](n2cc(COC(=O)c3ccccc3)nn2)[C@@H](O)C[C@@H]1c1ccc(C)cc1,2%,7,40µM*
Cc1ccc2c(CC(=O)Nc3ccc4nc(N5CCOCC5)sc4c3)coc2c1,1%,0,?
O=C(Nc1ccc(F)c(Cl)c1)C1Cc2c(-c3ccccc3Oc3ccccc3)ccnc2O1 (centres undefined),7%,-2,-6%
COc1ccc(CNC(=O)Nc2nc(C(N)c3ccccc3)cs2)cc1 (centres undefined),0%,-1,-10%
Cc1cc(F)ccc1C(O)c1ncc(-c2ccc3ccccc3c2)[nH]1 (centres undefined),2%,1,0%
Cc1cc(Cl)c2oc(C(=O)N3CCN(c4cnccn4)CC3)c(C)c2c1,4%,-6,-3%
CCNC(=O)C1(C)CCCN1C(=O)c1ccc(F)c(Cl)c1 (centres undefined),-5%,0,14%
COc1ccc(OC)c(NC(=O)CCNC(=O)N2CC(=O)Nc3ccccc32)c1,5%,-1,?
Cc1cccc(CN2[C@H](CO)C=CS2(=O)=O)c1,1%,1,2%
Cc1ccc(-c2nc3ccc(Br)cn3c2Cc2cccc(F)c2)cc1,12%,-5,?
CC(=O)Nc1ccc(CNc2nc3cc(-c4ccc(F)cc4)sc3c(=O)n2C)cc1,2%,-3,0%

These rows are one share of the data (hit frequency here may not be typical).
